OPRM1-OPRD1 inv: inverse agonists of human mu-delta opioid receptor heterodimerization | cell-based MOR-DOR heterodimer luminescence, inverse agonism | AID 504357 | inhibition, % at 9.3 µM | P35372+P41143 | 340,000 compounds, 0.21% hits; in the data active means inhibition above about 22%, passing the limit was not always enough;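 further: 0% = cells with DMSO and 100% = wells without cells with DMSO; values of inactives mirror those of a sister screen read the other way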
Ecoli viability: reduces bacterial viability in AddAB counter-screen; E. coli V3065 growth, OD600 absorbance, 18 h; inhibition, % at 11.9 µM; 330,000 compounds, 0.27% hits;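 active means inhibition above the campaign's mean inhibition across all tested compounds plus 3 SD, cut at about 9.9% in these data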;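 further: uninfected addAB+ strain grown without phage in ampicillin broth; 0% = DMSO wells and 100% = ciprofloxacin 0.95 µg/ml wells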
AddAB inh: less growth of phage-infected E. coli with AddAB; inhibition, % at 11.9 µM; 330,000 compounds, 0.29% hits; AID 435030; E. coli expressing H. pylori AddAB, absorbance growth; in the data active means inhibition above about 12%;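 further: 0% = vehicle wells of infected cells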
HTR5A inv ag: inverse agonist of human HTR5A in OPRM1-OPRD1 counter-screen; inhibition, % at 9.3 µM; HTR5A cell line, luminescence, inverse agonism; AID 504634; P47898; 340,000 compounds, 0.083% hits; in the data active means inhibition mostly above about 23%, no sharp cut-off; inactive means mostly below about 18%;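 further: 0% = cells with DMSO and 100% = no-cell wells with DMSO; some compounds called inactive have numbers as strong as hits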
Target sequence (P47898 whole entry, looked up): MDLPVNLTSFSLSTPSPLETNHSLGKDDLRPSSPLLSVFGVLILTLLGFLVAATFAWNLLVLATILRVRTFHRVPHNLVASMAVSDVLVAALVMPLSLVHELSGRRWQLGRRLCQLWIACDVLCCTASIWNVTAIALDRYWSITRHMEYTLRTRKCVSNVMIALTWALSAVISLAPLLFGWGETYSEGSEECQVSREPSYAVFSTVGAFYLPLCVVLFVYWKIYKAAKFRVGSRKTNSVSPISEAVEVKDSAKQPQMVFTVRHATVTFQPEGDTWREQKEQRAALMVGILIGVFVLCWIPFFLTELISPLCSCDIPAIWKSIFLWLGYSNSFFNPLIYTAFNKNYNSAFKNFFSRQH
Tat transport: blocks Tat-dependent protein export in E. coli; 340,000 compounds, 0.036% hits; inhibition, % at 10 µM; E. coli MC4100 TorA-mCherry Tat export, fluorescence;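 active means mean replicate inhibition at least 50% and at least half of replicates individually reaching 50%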;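 further: exported cargo escapes ClpAP degradation while cytoplasmic cargo is degraded and loses fluorescence; 0% = median of neutral control wells and 100% = median of NaSCN control wells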
Mot1-301 SUMO: SUMOylation pathway inhibition by Mot1-301 growth rescue; growth rescue, % at 18.8 µM; S. cerevisiae Mot1-301 growth rescue, ATP luminescence, 38.5C; percent above DMSO median, 100 means doubled; 320,000 compounds, 1% hits;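 active means every valid replicate shows activation above 250% relative to neutral control wells; inactive means the rest, any valid replicate at or below 250%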;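 further: OY570 slx delta 5 strain wells were the positive control but not used for scaling; some compounds called inactive have numbers as strong as hits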
phage Ecoli inh: E. coli growth loss with phage present; growth absorbance; inhibition, % at 11.9 µM; 360,000 compounds, 0.26% hits; AID 651602; in the data active means inhibition above about 11%
PKA-R1A act: PKA-R1A complex activation; P00514+P68181; PKA-R1A dissociation, Cy5-IP20 fluorescence polarization; scaled: DMSO 0%, 113 µM cGMP 100%; activation, % at 11.4 µM; 340,000 compounds, 0.083% hits;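 active means percent activation above the mean of all tested compounds plus 3 SD, cut at about 19% in these data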;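 further: higher means more PKAc released from R1A so a rise in polarization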
MOR-DOR ag: agonists of human mu-delta opioid receptor heterodimerization; cells, OPRM1-OPRD1 heterodimerization, luminescence; activation, % at 9.3 µM; 340,000 compounds, 0.3% hits; AID 504326; in the data active means activation above about 18%;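 further: 0% = vehicle-treated cells and 100% = reference agonist; values of inactives mirror those of a sister screen read the other way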
PfHsp90 set2: reduces growth (ATP signal) of yeast expressing P. falciparum Hsp90. S. cerevisiae expressing PfHsp90, BacTiter-Glo ATP, 48 h; yeast lacking PDR1 and PDR3 efflux regulators. inhibition, % at 9.4 µM. 310,000 compounds, 0.32% hits. AID 504621;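 active means every replicate shows inhibition above about 80%, whatever the replicate mean, limit read from the data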;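 further: 0% = DMSO neutral controls and 100% = 20 µM radicicol positive controls; yeast relying on Plasmodium falciparum Hsp90 in place of its own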
PKA-R2B act: PKA-R2B complex activation | P22694+P31323 | PKA-R2B holoenzyme dissociation, Cy5-IP20 fluorescence polarization; R2B truncated from residue 108, S112A mutant; 0% DMSO only, 100% 113 µM cGMP | activation, % at 11.4 µM | 340,000 compounds, 0.079% hits;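 active means activation above a cutoff set at the mean over all compounds plus 3 SD, cut at about 18% in these data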;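 further: higher means more holoenzyme dissociation and a rise in polarization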
Target sequence (P31323 whole entry, looked up, other chains not shown, the tested form may be a part): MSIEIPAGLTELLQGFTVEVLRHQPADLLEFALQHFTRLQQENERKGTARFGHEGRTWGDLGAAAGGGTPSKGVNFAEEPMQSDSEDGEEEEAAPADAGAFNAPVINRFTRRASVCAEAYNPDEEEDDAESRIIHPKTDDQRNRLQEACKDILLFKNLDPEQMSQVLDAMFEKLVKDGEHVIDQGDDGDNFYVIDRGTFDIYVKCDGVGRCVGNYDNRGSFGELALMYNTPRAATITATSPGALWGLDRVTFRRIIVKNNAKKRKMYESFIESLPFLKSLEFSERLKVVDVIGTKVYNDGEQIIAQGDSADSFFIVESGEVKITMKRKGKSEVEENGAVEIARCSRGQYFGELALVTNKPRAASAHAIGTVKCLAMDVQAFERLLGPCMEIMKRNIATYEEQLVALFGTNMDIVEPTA
Starred values were filed as active, the others as inactive; i = inactive; nt = not tested or not shown.

SMILES	OPRM1-OPRD1 inv	Ecoli viability	AddAB inh	HTR5A inv ag	Tat transport	Mot1-301 SUMO	phage Ecoli inh	PKA-R1A act	MOR-DOR ag	PfHsp90 set2	PKA-R2B act
O=C(Nc1ccccc1F)Nc1ccc([N+](=O)[O-])cc1Cl	-26	1.1	5.8	3	-1	17	4.8	0	3.6	4	-3
COc1ccc(CNC(=O)Nc2ccc(OC)cc2)cc1	0	-0.9	1.5	2	-11	-6	2.0	13	0.0	2	-4
O=C(CCNC(=O)C1CCN(S(=O)(=O)c2ccccc2)CC1)NCc1ccc(Cl)c(Cl)c1	5	-1.2	1.8	-6	14	4	1.7	10	-1.0	-27	6
COCCNC(=O)c1ccccc1-c1ccccc1C(=O)O	16	-0.1	0.2	1	7	-14	3.1	-16	-3.8	-40	0
Cc1ccc2nc(NC(=O)c3ccc(-c4nc5ccccc5s4)s3)sc2c1	4	-0.1	1.5	-23	-8	0	-1.4	-1	-0.7	0	0
COC1CCCN(C(=O)c2ccc(OC3CCN(S(=O)(=O)N(C)C)CC3)cc2)C1 (stereo not given)	6	0.0	0.9	-6	0	-7	3.8	-1	-1.1	-4	-4
NS(=O)(=O)c1ccc(NC(=O)c2cccc3ccccc23)cc1	12	0.8	-0.7	14	-8	-3	-1.2	-3	-2.6	0	-6
CC(=O)c1c(C)[nH]c(C(=O)OCC(=O)Nc2cc(S(=O)(=O)N3CCCCC3)ccc2C)c1C	10	1.9	1.3	13	0	-10	4.0	-1	-1.9	7	8
COc1ccc(NC(=O)c2sc(-c3ccccc3)nc2C)c(OC)c1	11	-1.6	0.2	-7	5	9	1.5	-4	-2.5	12	5
CCCOc1ccccc1C1NC(=O)NC(C)=C1C(=O)OCc1ccccc1 (stereo not given)	-14	2.2	0.3	4	8	735*	1.2	1	2.4	-29	-9
CCCCn1cnc(C(=O)OCC)c1N	12	2.3	1.6	15	6	-10	3.4	-1	-2.4	-5	-2
Cc1cc(Nc2ccc(C(C)C)cc2)n2ncnc2n1	3	0.7	3.7	-22	8	-4	1.8	5	-0.6	1	-11
CN(C(=O)CCN1C(=O)/C(=C/c2ccccc2)SC1=S)C1CCS(=O)(=O)C1 (stereo not given)	14	-1.4	-0.3	20	0	-14	0.0	-7	-2.5	-27	5
CCC(Sc1nccn1C)C(=O)Nc1cccc2ccccc12 (stereo not given)	6	-1.3	2.3	11	3	-26	3.8	-8	-1.1	13	-7
COc1ccc(N(CC(=O)N/N=C/c2ccco2)S(=O)(=O)c2ccccc2)cc1	-1	-4.3	-1.1	2	3	2	1.0	-9	0.2	15	-7
CC(C)N1CCc2c(sc(NC(=O)c3ccc(S(=O)(=O)N4CCOCC4)cc3)c2C(N)=O)C1	11	4.0	0.0	-23	4	101	1.6	-14	-1.8	13	1
CCOc1ccc(NC(=S)N2CCN(S(=O)(=O)c3ccc(C)cc3)CC2)cc1	3	-0.5	0.5	20	0	20	0.6	-1	-0.8	-19	-10
Cn1c(N)c(C(=O)COC(=O)CCC2CCCC2)c(=O)n(C)c1=O	-12	-0.9	-0.7	4	5	8	-2.8	1	2.6	15	-1
Cn1nc(C(F)(F)F)c(C(=O)Nc2ccc(F)cc2F)c1Sc1cccc(Cl)c1	-30	-2.2	3.0	6	2	5	11	3	5.5	-1	-8
S=C(NCCCCc1ccccc1)NCc1ccccc1	19	nt	nt	-29	2	4	4.5	-4	-3.7	16	3
COCCCNC(=S)NNC(=O)c1ccccn1	-2	-1.9	1.9	29	-6	-26	3.7	-3	0.5	13	2
COC(=O)c1ccc(NC(=O)CSc2ccccn2)cc1	3	0.3	1.8	-16	5	9	3.5	-8	-0.6	-7	-1
CC(C)C[C@H](NC(=O)[C@H](Cc1ccccc1)n1c(=O)[nH]c2ccccc2c1=O)C(=O)N1CCC[C@@H]1C(=O)O	20	-0.3	4.5	6	-1	-2	1.6	1	-3.9	3	-7
CC1CN(S(=O)(=O)c2cccc(C(=O)Nc3ccccc3N3CCCCC3)c2)CC(C)O1 (stereo not given)	-12	0.4	-1.7	10	-16	51	4.4	-2	1.9	10	-1
COc1cc(/C=C(/C(=O)c2cccs2)c2nc3ccccc3[nH]2)cc(OC)c1O	4	0.1	1.7	7	6	9	2.6	3	-0.8	-17	7
CC(=O)c1ccc(NC(=S)NC(=O)Cc2ccc(Cl)cc2)cc1	13	-0.3	1.6	-8	-5	134	0.4	-8	-2.8	-4	-5
O=C(O)CCSSCCC(=O)O	4	-0.2	1.7	0	-3	-20	1.7	3	-0.8	-10	-1
COc1ccccc1NC(=O)C(C)N1CCN(C/C=C/c2ccccc2)CC1 (stereo not given)	2	2.2	2.1	-2	-5	15	0.5	-3	-0.3	0	-8
CC(C)(C)S(=O)(=O)c1ccccc1C(=O)O	10	-1.3	2.4	-5	5	-15	1.5	7	-1.7	-1	10
CCNC(=S)NNC(=O)c1cc(-c2cccc(C)c2)nc2ccccc12	19	1.4	2.5	-45	-11	-58	2.9	-9	-3.4	32	-18
Cc1ccc(C(=O)COC(=O)CN2C(=O)C3C4CC(C(Br)C4Br)C3C2=O)cc1 (stereo not given)	-10	0.1	2.9	-1	6	115	3.4	-7	1.5	-29	-6
O=C(O)C1CCCN1C(=O)OCC1c2ccccc2-c2ccccc21 (stereo not given)	6	0.3	1.4	-1	-12	-15	2.2	-17	-1.1	10	0
Cc1cc(C)n(CC2CC(=O)N(c3ccc(C)c(Cl)c3)C2=O)n1 (stereo not given)	2	-1.8	3.2	1	-3	-3	3.4	7	-0.3	-13	1
CCN=c1scc(C)n1/N=C/c1ccc(O)c(O)c1O	-14	5.1	3.7	1	13	5	6.7	-8	3.3	20	2
COCCn1c(-c2ccc(Cl)cc2Cl)nc2c(c(=O)c3ccccc3n2C)c1=O	7	-1.5	2.7	-21	3	-8	3.3	-10	-1.3	-7	-2
CCOc1ccc2nc(NC(=O)CSC3=NCCS3)sc2c1	1	1.5	0.3	-28	-2	nt	2.5	-16	-0.2	-9	-1
Cn1cnnc1Sc1ccc(C(=O)OCC(=O)NCC(F)(F)F)cc1[N+](=O)[O-]	2	-2.5	-1.3	5	18	347	0.1	4	-0.5	2	1
CCOC(=O)C1C(=O)NC(SC)=C(C#N)C1c1ccccc1F (stereo not given)	15	1.9	2.3	13	-9	i	3.7	-4	-3.0	7	3
CN1CCN(c2nc3ccccn3c(=O)c2C=O)CC1	12	-0.6	-0.3	-6	0	-9	nt	4	-2.3	-11	3
Cn1c(=O)c2c(nc(CN3CCC(C(N)=O)CC3)n2Cc2ccccc2Cl)n(C)c1=O	6	-0.1	0.1	26	0	8	3.6	7	-1.1	10	1

Structures listed above shown as hits in Mot1-301 SUMO.
structure	OPRM1-OPRD1 inv	AddAB inh	Tat transport	Mot1-301 SUMO	phage Ecoli inh	PKA-R1A act	MOR-DOR ag	PfHsp90 set2	PKA-R2B act
CCCOc1ccccc1C1NC(=O)NC(C)=C1C(=O)OCc1ccccc1 (stereo not given)	-14	0.3	8	735*	1.2	1	2.4	-29	-9

(list continues)
SMILES	OPRM1-OPRD1 inv	Ecoli viability	AddAB inh	HTR5A inv ag	Tat transport	Mot1-301 SUMO	phage Ecoli inh	PKA-R1A act	MOR-DOR ag	PfHsp90 set2	PKA-R2B act
CSc1ccccc1NC(=O)CSc1n[nH]c(N)n1	3	3.5	3.7	6	7	-11	2.2	0	-0.8	-4	4
Cc1ccc(S(=O)(=O)N2CCOCC2)cc1C(=O)OCC(=O)Nc1ccc2c(c1)OCO2	4	0.6	2.4	-13	-3	-3	2.5	3	-0.7	3	1
Cc1nc(NCC2CCCO2)c2oc3ccccc3c2n1 (stereo not given)	1	2.1	0.3	-26	3	-6	1.8	-8	-0.2	-6	8
Cc1cccc(OCCCCCn2ccnc2)c1	6	-0.5	0.0	-3	-2	-9	1.1	1	-1.2	-25	7
O=C(NCc1ccc(F)cc1)C1CCC(=O)N1CCc1ccccc1 (stereo not given)	10	0.0	0.5	4	4	317	3.3	2	-1.8	2	2
Cc1ccc(C(=O)NCCCN2CCOCC2)cc1Cl	13	0.5	0.6	7	-1	4	0.8	-4	-2.9	7	6
Cc1csc(NC(=O)c2ccccc2)n1	4	-0.9	2.2	-2	-3	151	4.3	1	-0.7	2	5
CCCCCC/C=C/c1ccc([C@H]2[C@H]3C=CC[C@@H](C)[C@@H]3C(=O)N2Cc2ccccc2)c(F)c1	-4	0.8	3.9	-3	-17	-1	0.9	-7	0.6	nt	-4
CCc1nnc(NC(=O)CCC(=O)N2CCN(c3cccc(Cl)c3)CC2)s1	0	3.1	3.6	-2	-1	-1	5.2	8	0.0	27	-2
Cc1nn(C)c(C(=O)N/N=C/c2ccccn2)c1[N+](=O)[O-]	19	0.8	0.6	13	1	5	1.5	-2	-3.4	5	0
COc1ccccc1CN1CC(C(=O)NCc2cccnc2)CC1=O (stereo not given)	19	-1.6	2.9	-9	-3	-18	-0.5	6	-3.3	-29	-1
N#Cc1ccc(OCC(=O)N2CCN(C(=O)c3ccco3)CC2)cc1	7	2.5	1.6	2	5	17	-2.3	-4	-1.8	-12	6
Cc1ccsc1/C=N\NC(=O)c1cc(C(C)(C)C)[nH]n1	6	4.2	5.8	32	-3	-12	3.5	10	-1.2	-29	-1
CCN(Cc1ccc2c(c1)OCCO2)S(=O)(=O)c1ccc(NC(C)=O)cc1	1	1.4	-1.1	-25	3	-14	0.5	1	-0.3	18	2
C[C@H](CO)N1C[C@H](C)[C@@H](CN(C)S(=O)(=O)c2cccs2)Oc2ccc(NS(=O)(=O)c3cn(C)cn3)cc2C1=O	13	1.9	2.2	-6	-4	4	1.7	3	-2.4	7	-4
O=C(c1ccccc1)c1cc2ccccc2o1	8	-0.1	2.8	-15	5	7	1.1	5	-2.0	7	10
CCN(CC)CCCN(Cc1cc2cc3c(cc2[nH]c1=O)OCO3)C(=S)NC	-5	0.3	4.0	-40	-6	7	1.6	-3	1.0	4	3
COc1cccc(Oc2nc(-c3ccccc3O)nc3ccccc23)c1	1	-1.2	-2.7	-6	1	15	1.5	-5	-0.2	-5	-8
CCc1noc(C)c1C(=O)N1CCCC(C(=O)c2cc(F)ccc2OC)C1 (stereo not given)	14	-3.4	1.1	3	-4	8	2.5	-4	-2.7	23	-15
Cc1cc(N2C(=O)C(=O)/C(=C(/O)c3ccc(Cl)cc3)C2c2cccc(Br)c2)no1 (stereo not given)	10	-2.5	1.9	1	-2	7	0.9	-8	-1.7	-28	-15
O=c1oc2ccccc2c(CNc2ccccc2)c1[N+](=O)[O-]	10	-0.9	-0.4	11	0	-11	-4.5	-3	-2.0	-35	-7
CSCCC(NC(=O)OC(C)(C)C)C(=O)NC(C(=O)NC(CC(C)C)C(N)=O)C(C)C (stereo not given)	11	2.4	-0.2	18	2	134	3.0	2	-1.9	-3	-1
O=C(NCCC(=O)N1CCc2ccccc21)c1ccccc1Cl	2	0.4	2.5	-15	1	3	2.5	3	-0.3	-3	-8
C=CCn1c(O)c(N=NC(=O)C(O)c2ccccc2)c2ccccc21 (stereo not given)	6	1.6	-1.0	-16	3	-24	0.3	-9	-1.1	14	-1

Bioassay records deposited in PubChem by several laboratories.
